Source: PubChem
NTR1 agonist = NTR1-driven beta-arrestin-GFP spot formation – imaging, U2OS cells, high content, primary screen (AID 493036); agonist mode; P30989; 330,000 tested, 0.17% active; activation, % at 20 µM;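 active = activation at or above 40% of the spot to cytoplasm intensity ratio, with at least 20 cells analyzed; inconclusive = wells under 20 cells, flagged as cytotoxic or low count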;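 also: 0% = DMSO without peptide and 100% = 100 nM NTR1 peptide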
Target sequence (P30989 whole entry, looked up): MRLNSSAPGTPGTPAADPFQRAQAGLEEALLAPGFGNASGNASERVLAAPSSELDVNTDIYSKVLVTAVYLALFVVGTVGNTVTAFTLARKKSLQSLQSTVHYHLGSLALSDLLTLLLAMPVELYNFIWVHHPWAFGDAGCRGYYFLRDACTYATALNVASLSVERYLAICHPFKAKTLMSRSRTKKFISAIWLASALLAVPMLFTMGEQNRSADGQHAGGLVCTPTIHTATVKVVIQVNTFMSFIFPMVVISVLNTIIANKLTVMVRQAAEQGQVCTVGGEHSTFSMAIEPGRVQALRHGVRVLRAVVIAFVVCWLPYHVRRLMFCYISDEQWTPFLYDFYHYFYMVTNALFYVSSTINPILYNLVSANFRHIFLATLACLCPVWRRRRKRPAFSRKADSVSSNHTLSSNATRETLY
RSV CPE inhibition = inhibition of RSV-induced cytopathic effect – HEp-2 cells, primary 10 µM value included (AID 2391); HEp-2 cells, RSV-induced CPE inhibition; higher % means a stronger effect; CPE inhibition, % at 10 µM; hits with a dose series show IC50 in µM; 310,000 tested, 0.13% active; in the data active = a potency from the dose series; inconclusive = CPE inhibition mostly from about 23% at the one dose, without a potency; inactive = the rest, 99 in 100 with CPE inhibition below about 21%; also: strong numbers were not always called active
West Nile virus CPE = West Nile virus antiviral activity, cell-based, CPE readout (AID 1621) | West Nile virus-infected cells, CPE inhibition; higher % means a stronger effect | one-dose CPE inhibition, % at 10 µM; IC50 in µM for titrated hits | 290,000 tested, 0.02% active; in the data active = a potency from the dose series; inconclusive = CPE inhibition mostly from about 3.7% at the one dose, without a potency; inactive = the rest, 99 in 100 with CPE inhibition below about 2.2%; also: strong numbers were not always called active
NS5 inhibitors = flavivirus cap methylation enzyme inhibition – biochemical, confirmation dose response, primary screen (AID 588689); 340,000 tested, 0.3% active; Dengue-2 NS5 methyltransferase capping enzyme assay, biochemical; higher % means a stronger effect; inhibition, % at 25 µM; hits with a dose series show IC50 in µM; in the data active = a potency from the dose series; inconclusive = inhibition above about 29% without an active follow-up result
SIAH1 antagonists = Siah-1 peptide-binding antagonists, primary screen, biochemical, fluorescence polarization, rhodamine-plectin, uHTS (AID 1817); Siah-1 / rhodamine-plectin peptide fluorescence polarization; higher % means a stronger effect; displacement, % at 20 µM, or IC50 in µM where a hit was titrated; 290,000 tested, 0.02% active;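 active = displacement of at least 50% at 20 µM, with a fluorescence ratio check between 0.3 and a set limit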;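 also: plate controls were Siah plus tracer with DMSO for no effect and tracer alone without Siah for full effect; strong numbers were not always called active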
Rac1 GTP hydrolysis = MgcRacGAP GTPase-activating activity inhibitors, confirmation, biochemical, ADP Hunter fluorescence; AID 624330; 340,000 tested, 0.6% active; MgcRacGAP-stimulated Rac1 GTP hydrolysis, ADP Hunter fluorescence; higher % means a stronger effect; GST-tagged Rac1 F28L mutant substrate; one-dose inhibition, % at 30 µM; IC50 in µM for titrated hits;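 active = first-screen hits whose inhibition reached a set limit at any dose in the follow-up dose series; inconclusive = inhibition above the set first-screen limit but never retested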;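 also: fluorescence reports GDP produced by GAP-driven GTP hydrolysis; strong numbers were not always called active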
AID2073 = disruptors of CaV2.2 binding to Mint1 – biochemical, HTRF (AID 2073); HTRF protein-protein interaction, Mint1-CaV2.2; higher % means a stronger effect; one-dose inhibition, % at 20 µM; IC50 in µM for titrated hits; 290,000 tested, 0.19% active; in the data active = inhibition mostly above about 51%, no sharp cut-off; inconclusive = no clear call, values can overlap the other calls; inactive = mostly below about 53%; also: some results filed as inactive read as strong as hits
UTI89 phage lysis = protection from phage-mediated lysis, alamar blue read-out – E. coli UTI89, K1F phage, bacterial capsule biogenesis inhibitors (AID 488966) | inhibition, % at 100 µM; hits with a dose series show IC50 in µM | E. coli UTI89 K1F phage lysis, alamar blue, 2 h; higher % means a stronger effect | 340,000 tested, 0.02% active;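 active = phage lysis inhibition, versus mean bacterial control, above a set limit; inconclusive = no clear call, values can overlap the other calls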;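 also: capsule biogenesis inhibitors block K1F phage lysis so surviving cells raise fluorescence; higher fluorescence means more inhibition of phage lysis; actives were called in the ten point dose series up to 300 µM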
SV40 large T antigen = TAg ATPase/helicase activity blockers – biochemical (AID 1903). SV40 large T antigen ATPase/helicase inhibition assay; higher % means a stronger effect. one-dose inhibition, % at 20 µM; IC50 in µM for titrated hits. 310,000 tested, 0.39% active; in the data active = a potency from the dose series; inconclusive = inhibition mostly from about 32% at the one dose, without a potency; inactive = the rest, 99 in 100 with inhibition below about 32%; also: strong numbers were not always called active
NTR1 agonist cell count 20 µM = further read-out of NTR1 agonist, marked with its call; cell count; measured here: cell count, cytotoxicity flag
NS5 inhibitors pilot replicate = second read-out of NS5 inhibitors, no call of its own (marks repeat the call); inhibition, %; measured here: pilot screen replicate inhibition
* = called active by the depositor; ? = inconclusive; / = no result given; [ ] = dose if it differs, or a comment.

SMILES	NTR1 agonist	NTR1 agonist cell count 20 µM	RSV CPE inhibition	West Nile virus CPE	NS5 inhibitors	SIAH1 antagonists	Rac1 GTP hydrolysis	AID2073	UTI89 phage lysis	SV40 large T antigen	others
Cc1ccc(S(=O)(=O)N(C)c2cc(S(=O)(=O)Nc3ccncc3)c(C)cc2C)cc1	1.7	67	3.1%	0.1%	-5.1%	-2.1%	1.5%	-0.2%	3.8%	8.1%
Cc1ccc(OCCn2cc(/C=N/NC(=O)c3ccncc3)c3ccccc32)cc1	12.0	51	7.9%	0.3%	1.3%	-2.2%	-10.1%	11.8%	-0.6%	-1.4%
CC(=O)Nc1cccc(-c2nc3ccc(NC(C)=O)cc3s2)c1	2.9	79	0.2%	-0.1%	-7.3%	0.4%	12.3%	22.7%	-0.2%	6.4%
CSCCC(NS(=O)(=O)c1cccs1)C(=O)NCc1ccccc1 (stereo unspecified)	2.7	74	1.1%	-0.7%	-3.3%	-0.6%	3.5%	2.1%	0.7%	10.5%
CCCCn1c(N)c(N(CCOC)C(=O)COC(=O)CSc2cc(C)c3ccccc3n2)c(=O)[nH]c1=O	-0.2	67	-1.2%	/	1.4%	/	0.7%	/	1.1%[50 µM]	11.3%
O=C(c1ccc(N2CCN(C3CC(=O)N(Cc4cccs4)C3=O)CC2)cc1)c1cccnc1 (stereo unspecified)	-0.5	57	44.3%	0.0%	-3.9%	-4.2%	-4.9%	8.6%	-0.2%	15.5%
Cc1c(C(=O)NCc2ccco2)oc2ccc(S(=O)(=O)N3CCC4(CC3)OCCO4)cc12	-1.2	78	11.2%	-0.2%	-4.8%	-0.8%	8.0%	-1.4%	0.1%	2.4%
Fc1ccc(-n2cc(-c3ccccc3)[n+]3c2SCC3)cc1	0.4	43	8.1%	1.1%	-3.9%	0.7%	-0.1%	-0.5%	0.1%	6.3%
Cc1noc(C)c1C(=O)Nc1ccccc1C(=O)NCCc1ccccc1	2.0	37	1.8%	-0.3%	-4.2%	1.2%	5.8%	-3.3%	0.1%	13.8%
O=C(NCc1ccco1)c1cc(S(=O)(=O)N2CCCCC2)ccc1Cl	1.3	53	0.6%	/	0.7%	/	0.7%	/	-0.3%	/
Fc1ccc(CNC(=S)Nc2ccc(Cl)cc2Cl)cc1	6.0	40	1.0%	-0.9%	-3.8%	-1.5%	3.7%	-23.1%	2.2%[50 µM]	2.1%
O=C(CSC1CC(=O)N(CCc2ccccc2)C1=O)Nc1ccc(Br)cc1 (stereo unspecified)	0.0	37	3.6%	-0.1%	0.8%	3.6%	0.4%	11.8%	4.3%	6.8%

Overlap with the part before: 3 entries, then new ones.
SMILES	NTR1 agonist	NTR1 agonist cell count 20 µM	RSV CPE inhibition	West Nile virus CPE	NS5 inhibitors	SIAH1 antagonists	Rac1 GTP hydrolysis	AID2073	UTI89 phage lysis	SV40 large T antigen	others
O=C(NCc1ccco1)c1cc(S(=O)(=O)N2CCCCC2)ccc1Cl	1.3	53	0.6%	/	0.7%	/	0.7%	/	-0.3%	/
Fc1ccc(CNC(=S)Nc2ccc(Cl)cc2Cl)cc1	6.0	40	1.0%	-0.9%	-3.8%	-1.5%	3.7%	-23.1%	2.2%[50 µM]	2.1%
O=C(CSC1CC(=O)N(CCc2ccccc2)C1=O)Nc1ccc(Br)cc1 (stereo unspecified)	0.0	37	3.6%	-0.1%	0.8%	3.6%	0.4%	11.8%	4.3%	6.8%
COC(=O)c1cn(S(=O)(=O)c2ccccc2)c2ccccc12	0.8	78	4.1%	2.0%	2.3%	-2.3%	6.5%	-5.7%	-0.2%	-5.2%
CCC(C)(C)C1CCc2[nH]nc(C(=O)O)c2C1 (stereo unspecified)	-3.1	73	0.5%	/	-2.5%	/	8.4%	/	-1.7%	-0.1%
O=C(Nc1ccccc1)c1n[nH]c(Cn2cncn2)n1	-1.6	64	0.8%	-0.2%	-4.8%	3.8%	1.6%	7.4%	0.4%	-0.4%	NS5 inhibitors pilot replicate=0.0
CC(C)COC(=O)c1cccc2c1-c1ccccc1/C2=N\O	7.1	46	54.5%	/	0.0%	4.1%	5.7%	2.4%	-0.2%	8.4%
O=C(CCNC(=O)c1ccccc1Cl)Nc1cc(C(F)(F)F)ccc1N1CCCC1	0.9	72	2.5%	-0.5%	3.9%	-5.7%	5.9%	6.8%	0.3%[50 µM]	5.3%
CCOc1ccc(S(=O)(=O)N2CCN(C(=O)C3CCC3)CC2)cc1	-0.2	51	?	/	-2.2%	/	5.8%	/	1.2%[50 µM]	14.1%
Cc1cc(N2CCCC2)ccc1/C=C1/C(=O)N(C)C(=S)N1C	0.1	78	2.5%	-0.8%	-52.5%	5.1%	8.4%	-8.4%	0.0%	6.5%
COc1ccc(S(=O)(=O)N2Cc3ccccc3CC2C(=O)Nc2nccs2)cc1 (stereo unspecified)	1.9	64	-1.5%	0.0%	-0.8%	-0.3%	4.6%	-0.5%	5.4%	9.9%
COc1ccc(/C=C(\C#N)C(=O)Nc2cccnc2)cc1	0.7	58	2.2%	0.6%	1.8%	8.0%	-2.9%	3.1%	2.2%	30.0%
CCC/C(O)=C1\C(=O)CCCC1=NCCc1ccc(OCC)c(OCC)c1	1.9	51	0.2%	-0.9%	-6.7%	1.7%	4.6%	2.5%	0.3%	7.3%
C=CCn1c(C(CCCC)CC(O)COCCC)n[nH]c1=S (stereo unspecified)	-0.1	84	1.1%	-0.4%	-2.7%	-1.5%	5.1%	-27.5%	0.0%	7.8%
CCc1ccc(-n2c(SCC(=O)NC3CCS(=O)(=O)C3)nc3ccccc3c2=O)cc1 (stereo unspecified)	-0.7	61	0.0%	/	-1.8%	/	4.1%	/	0.6%[50 µM]	/
CC(OC(=O)CC1Sc2ccccc2NC1=O)C(=O)NC1CCCC1 (stereo unspecified)	1.2	46	1.0%	1.0%	-12.5%	2.3%	6.2%	-2.5%	-0.1%	3.6%
CCCC(C)n1[nH]c(=O)c2c(C)cc(C)nc21 (stereo unspecified)	-0.2	61	1.2%	0.3%	-4.2%	0.5%	10.2%	4.6%	7.5%	2.2%
CCN(CC(=O)NC)S(=O)(=O)c1ccc(Br)cc1	-0.7	58	-0.3%	0.4%	1.4%	-2.3%	-0.5%	-1.3%	0.6%	12.5%
CS(=O)(=O)N1CCN(C(=O)c2cc3ccccc3oc2=O)CC1	0.5	61	1.2%	0.2%	-2.0%	-5.4%	2.0%	-13.6%	3.4%	13.9%
CCOC(=O)N1CCN(C(=S)NC(=O)C2CCCC2)CC1	1.4	53	1.4%	0.2%	6.3%	12.4%	9.2%	-7.1%	0.0%	20.7%
COC(=O)N/N=C(C)\C=C\c1ccco1	5.0	86	1.9%	0.6%	4.4%	3.8%	0.6%	39.9%	0.2%	4.5%
CCC(C(=O)Nc1cc(Cl)ccc1OC)c1ccccc1 (stereo unspecified)	0.1	96	3.8%	-1.6%	-5.4%	5.8%	2.2%	?	0.1%	16.0%
Cc1ccc(N2C(S)=C(C#N)C(=O)NC2c2cccs2)cc1 (stereo unspecified)	-0.6	85	4.7%	-0.1%	/	11.3%	128µM*	0.5%	0.1%	27.6%
O=c1c2ccccc2nnn1COc1cccc2ccccc12	1.7	37	18.2%	-1.1%	-7.9%	-1.9%	5.4%	?	0.1%	5.7%
c1cnc2ccc(C(c3nnnn3C3CCCCC3)N3CCN(C4CCCCC4)CC3)cc2c1 (stereo unspecified)	-1.8	94	0.3%	-0.3%	-0.8%	/	9.8%	/	0.4%	/
COc1ccc([N+](=O)[O-])cc1NC(=O)CCN1CCN(CCO)CC1	0.1	57	2.0%	0.3%	1.4%	7.5%	8.7%	5.8%	1.0%	6.6%
CC(=O)Nc1ccc(NC(=O)COC(=O)c2ccc([N+](=O)[O-])o2)cc1	1.9	54	/	/	1.4%	/	6.8%	/	-2.6%	/
COCCCN(C(=S)Nc1ccc(OC)cc1)C(C)c1ccncc1 (stereo unspecified)	2.3	74	0.3%	-0.2%	-9.3%	1.6%	8.7%	-11.6%	-0.1%	10.5%
Cc1ccc(N2CCC(N3CCN(C4CCCCC4)C(CCO)C3)CC2)cc1 (stereo unspecified)	-1.3	70	-0.5%	-0.5%	-6.3%	6.3%	11.1%	-14.0%	0.3%	2.5%
Cc1ccc(F)cc1NC(=O)C12CC3CC(C1)CC(n1cnc([N+](=O)[O-])n1)(C3)C2	0.0	92	2.0%	-0.7%	-5.6%	1.1%	2.5%	-7.1%	0.6%	1.9%
O=C(Nc1ccccc1)ON=C1CCCC1	1.3	70	3.4%	-0.5%	4.5%	8.0%	8.6%	10.8%	0.1%	6.8%
O=C(Nc1nnc(-c2ccc(F)cc2)s1)c1ccco1	5.9	37	-0.2%	-0.9%	-4.8%	9.2%	3.8%	13.0%	0.4%	4.0%
CCn1ccnc1CN(C)Cc1cn(-c2cc(C)ccc2C)nc1-c1ccccc1	1.9	30	-0.1%	-1.5%	-5.0%	-5.0%	1.8%	4.7%	-3.1%	11.0%
CS(=O)(=O)c1ccc(CNC(=O)C2(C(F)(F)F)CC(CCCO)CCCO2)cc1 (stereo unspecified)	-1.0	55	-1.1%	2.1%	/	/	/	/	/	20.1%
O=C(CSc1nnc(-c2ccccc2)c(-c2ccccc2)n1)NCc1ccco1	0.0	72	1.8%	-0.4%	-2.4%	0.5%	8.9%	9.5%	5.6%	-103.5%
Brc1cccc(-c2nnc3sc(CN4CCCCC4)cn23)c1	0.5	75	0.1%	0.9%	-8.9%	3.2%	-2.8%	?	-0.2%	8.6%
COc1ccccc1NC(=O)CC(c1ccc(OC(C)C)cc1)c1ccccc1OC (stereo unspecified)	0.9	48	9.4%	-0.6%	2.6%	3.2%	6.3%	-2.8%	0.8%[50 µM]	13.4%
CNC(=O)c1cccc(NC(=O)CCCNC(=O)c2ccc(Cl)cc2)c1	2.6	44	-0.3%	0.0%	4.0%	0.0%	9.5%	11.0%	0.2%	10.7%
Cc1ccccc1Cc1c(C)nc2c(C(=O)NCc3ccc4c(c3)OCO4)cnn2c1C	10.6	77	-1.4%	-0.7%	-2.7%	-4.5%	-3.6%	9.9%	0.3%	0.6%
CCC1CCCCN1C(=O)c1cc(COc2ccc(-n3cncn3)cc2)on1 (stereo unspecified)	0.1	65	2.1%	-0.8%	-7.2%	2.3%	4.2%	7.6%	0.6%[50 µM]	13.2%
CCOCCCNC(=O)CN1C(=O)COc2ccc(S(=O)(=O)N3CCC(C)CC3)cc21	1.2	58	1.0%	0.8%	-8.9%	-3.5%	-16.8%	4.6%	0.0%	7.5%
Cc1cccn2cc(CCNS(=O)(=O)c3ccc([N+](=O)[O-])cc3)nc12	-1.3	103	1.5%	0.1%	-5.5%	-0.5%	11.7%	17.1%	-0.3%	3.3%

The order is random; about 1.6% have a hit in one of these screens.
